TNAP inhibition: inhibition of tissue-nonspecific alkaline phosphatase – biochemical, luminescent (AID 518); inhibition, % at 20 µM, or IC50 in µM where a hit was titrated; purified TNAP enzyme, luminescent substrate readout; higher % means a stronger effect; hit rate 0.09% among 64,000; in the data active = a potency from the dose series; inactive = the rest, 99 in 100 with inhibition below about 22%;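 note: plate controls were vehicle for no effect and reference inhibitor for full effect; many of its hits are not listed in these tables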
HT1080 cytotoxicity: cytotoxicity in HT1080 fibrosarcoma cells, cell-based, fluorescence readout (AID 620). HT1080 viability, fluorescence; higher % means a stronger effect. cytotoxicity, % at 10 µM, or EC50 in µM where a hit was titrated. hit rate 0.42% among 87,000;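 note: cells exposed to compound overnight then 4 h with Alamar Blue; 0% = vehicle DMSO and 100% = killing control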
LYP inhibition: LYP phosphatase inhibitors, primary screen, biochemical, DiFMUP fluorescence, recombinant catalytic domain, 10 µM (AID 606); recombinant LYP catalytic domain, DiFMUP fluorescence; higher % means a stronger effect; inhibition, % at 10 µM, or IC50 in µM where a hit was titrated; 52,000 tested, under 10 active;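 active = IC50 under 40 µM in the dose-response test; inactive = IC50 of 40 µM or more, or never dose-tested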
Spn MK inh: S. pneumoniae mevalonate kinase inhibition | AID 555 | purified MK, PK/LDH-coupled NADH absorbance 340 nm | hit rate 0.48% among 65,000 | inhibition, % at 10 µM;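 active = ranked among the strongest by inhibition in the single 10 µM screen, a fixed top-ranked set picked for dose follow-up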; note: no value below 0 was filed
HPDE-C7K KRASV12: cytotoxicity in KRAS-transformed pancreatic duct cells, primary screen, cell-based, fluorescence, HTS (AID 431); cytotoxicity, % at 10 µM, or EC50 in µM where a hit was titrated; hit rate 1.7% among 63,000; HPDE-C7K KRASV12 cells, Alamar Blue viability, 48 h; higher % means a stronger effect;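 active = compounds whose percent cytotoxicity in the single-dose primary screen, scaled between solvent and toxic-drug controls, exceeds 50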;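 note: 0% = DMSO solvent wells and 100% = doxorubicin-treated wells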
HPDE-C7 cytotoxicity: cytotoxicity in HPDE-C7 cells, cell-based, fluorescence, HTS (AID 430) | HPDE-C7 pancreatic duct cells viability, fluorescence; higher % means a stronger effect | cytotoxicity, % at 10 µM; hits with a dose series show EC50 in µM | hit rate 1.8% among 63,000;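 note: cells exposed to compound for 48 hours before viability readout; 0% = vehicle and 100% = reference cytotoxic drug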
DPM-DC inhibit: S. pneumoniae DPM-DC inhibition. purified DPM-DC, PK/LDH coupled NADH fluorescence. calls only at 10 µM. hit rate 0.49% among 65,000. AID 556;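 active = the 320 compounds with the highest percent inhibition in the single-dose primary screen, excluding strongly autofluorescent ones, cut at about 32% in these data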;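 note: kinetic rate of NADH fluorescence loss reporting ADP formed by the decarboxylase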
Bfl-1 inhibitors: Bfl-1 inhibitors, primary screen, biochemical, fluorescence polarization, FITC-Bid, mouse (AID 432). FITC-Bid BH3 peptide fluorescence polarization displacement; higher % means a stronger effect. displacement, % at 20 µM, or IC50 in µM where a hit was titrated. hit rate 0.02% among 64,000; in the data active = a potency from the dose series; inactive = the rest, 99 in 100 with displacement below about 15%; note: strong numbers were not always called active
Spn PMK inh: S. pneumoniae PMK inhibition; purified PMK, PK/LDH-coupled NADH absorbance 340 nm; inhibition, % at 10 µM; AID 539; hit rate 0.49% among 65,000;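 active = top-ranked compounds by inhibition in the single 10 µM screen, taking a fixed number of the strongest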;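 note: 0% = full reaction with DMSO carrier and 100% = background rate without enzyme reaction; no value below 0 was filed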
Spn PMK inh pilot replicates: also measured in Spn PMK inh; calls as there; inhibition, %; measured here: pilot screen replicates
Spn MK inh pilot replicates: recorded beside Spn MK inh, whose call it bears; inhibition, %; measured here: pilot screen replicates
DPM-DC inhibit pilot screen %: further read-out of DPM-DC inhibit, marked with its call; inhibition, %; measured here: pilot screen trials
The depositor's hits bear a star. Cut-off read from the data, not from the text of the source, unless noted: active = cytotoxicity above about 50%; inactive = the rest.

How did CN(c1ccccc1)c1nc(N2CCCC2)nc(-n2ccnc2)n1 do in these assays?
TNAP inhibition: -3%; HT1080 cytotoxicity: -14%; LYP inhibition: 5%; Spn MK inh: 0; HPDE-C7K KRASV12: -18%; HPDE-C7 cytotoxicity: -31%; DPM-DC inhibit: inactive; Bfl-1 inhibitors: -1%; Spn PMK inh: 0

What do the screens show for `c1ccc(CNC2=NCCC2)nc1`?
TNAP inhibition: 6%; HT1080 cytotoxicity: -11%; LYP inhibition: -8%; Spn MK inh: 0; HPDE-C7K KRASV12: -5%; HPDE-C7 cytotoxicity: -3%; DPM-DC inhibit: inactive; Bfl-1 inhibitors: -3%; Spn PMK inh: 5; Spn PMK inh pilot replicates: 1.5; Spn MK inh pilot replicates: 3.0; DPM-DC inhibit pilot screen %: 2.0

What do the screens show for `COc1ccc2cc(CN(C(=O)Nc3ccccc3)C3CCCC3)c(=O)[nH]c2c1`?
TNAP inhibition: 6%; HT1080 cytotoxicity: -5%; LYP inhibition: 8%; Spn MK inh: 5; HPDE-C7K KRASV12: -2%; HPDE-C7 cytotoxicity: 1%; DPM-DC inhibit: inactive; Bfl-1 inhibitors: -15%; Spn PMK inh: 16

Results for NC(=O)NC(CC(=O)OCC(=O)NC(=O)NCc1ccco1)c1ccc(Cl)cc1 (stereo not given) ?
TNAP inhibition: 9%; HT1080 cytotoxicity: -5%; LYP inhibition: 3%; Spn MK inh: 1; HPDE-C7K KRASV12: -2%; HPDE-C7 cytotoxicity: -4%; DPM-DC inhibit: inactive; Bfl-1 inhibitors: -9%; Spn PMK inh: 7

How did O=C(NCc1cccc(Cl)c1)c1cccnc1 do in these assays?
TNAP inhibition: 7%; HT1080 cytotoxicity: 0%; LYP inhibition: 4%; Spn MK inh: 11; HPDE-C7K KRASV12: 4%; HPDE-C7 cytotoxicity: 0%; DPM-DC inhibit: inactive; Bfl-1 inhibitors: -7%; Spn PMK inh: 5

How did O=S(=O)(Nc1ccc(-c2cn3ccsc3n2)cc1)c1ccc2c(c1)OCCO2 do in these assays?
TNAP inhibition: 9%; HT1080 cytotoxicity: 17%; LYP inhibition: 5%; Spn MK inh: 6; HPDE-C7K KRASV12: 54%*; HPDE-C7 cytotoxicity: 47%; DPM-DC inhibit: inactive; Bfl-1 inhibitors: -1%; Spn PMK inh: 12

Results for COCCn1nnnc1C(c1ccc(OC)cc1)N1CCC(C)CC1 (stereo not given) ?
TNAP inhibition: 10%; HT1080 cytotoxicity: 12%; LYP inhibition: 12%; Spn MK inh: 9; HPDE-C7K KRASV12: -1%; HPDE-C7 cytotoxicity: -6%; DPM-DC inhibit: inactive; Bfl-1 inhibitors: 2%; Spn PMK inh: 3

Results for O=C1NCC2=C1C(c1ccccc1)Nc1ccccc1N2 (stereo not given) ?
TNAP inhibition: 12%; HT1080 cytotoxicity: -8%; Spn MK inh: 9; HPDE-C7K KRASV12: -1%; HPDE-C7 cytotoxicity: -5%; DPM-DC inhibit: inactive; Bfl-1 inhibitors: 0%; Spn PMK inh: 0

How did CCOC(=O)c1cnc2nc(C)[nH]n2c1=O do in these assays?
TNAP inhibition: 4%; HT1080 cytotoxicity: 8%; LYP inhibition: 7%; Spn MK inh: 0; HPDE-C7K KRASV12: -3%; HPDE-C7 cytotoxicity: -10%; DPM-DC inhibit: inactive; Bfl-1 inhibitors: 9%; Spn PMK inh: 14

What do the screens show for `COc1ccc(N(CC(=O)N2CCN(Cc3ccc4c(c3)OCO4)CC2)S(C)(=O)=O)cc1OC`?
TNAP inhibition: 2%; HT1080 cytotoxicity: 0%; Spn MK inh: 7; HPDE-C7K KRASV12: -9%; HPDE-C7 cytotoxicity: -12%; DPM-DC inhibit: inactive; Bfl-1 inhibitors: -7%; Spn PMK inh: 2; Spn PMK inh pilot replicates: 2.0; Spn MK inh pilot replicates: 0.0; DPM-DC inhibit pilot screen %: 0.5

How did CCOc1ccccc1C1NC(=O)NC(C)=C1C(=O)OC1CCCC1C (stereo not given) do in these assays?
TNAP inhibition: 8%; HT1080 cytotoxicity: 4%; LYP inhibition: 2%; Spn MK inh: 11; HPDE-C7K KRASV12: 8%; HPDE-C7 cytotoxicity: -4%; DPM-DC inhibit: inactive; Bfl-1 inhibitors: 5%; Spn PMK inh: 1; Spn PMK inh pilot replicates: 0.0; Spn MK inh pilot replicates: 0.0; DPM-DC inhibit pilot screen %: 3.5

How did COc1ccc(NC(=O)c2ccco2)cc1NC(=O)c1cc2ccccc2o1 do in these assays?
TNAP inhibition: 14%; HT1080 cytotoxicity: -1%; LYP inhibition: 14%; Spn MK inh: 2; HPDE-C7K KRASV12: 13%; HPDE-C7 cytotoxicity: 7%; DPM-DC inhibit: inactive; Bfl-1 inhibitors: 3%; Spn PMK inh: 16

What do the screens show for `O=C(O)C1=C(C(=O)N2CCN(C(=O)c3ccco3)CC2)CCCC1`?
TNAP inhibition: 10%; HT1080 cytotoxicity: 1%; LYP inhibition: -5%; Spn MK inh: 2; HPDE-C7K KRASV12: -8%; HPDE-C7 cytotoxicity: -4%; DPM-DC inhibit: inactive; Bfl-1 inhibitors: -1%; Spn PMK inh: 3

What do the screens show for `CCN(CCCNC(=O)Cn1cc2c(n1)CCCC2)c1cccc(C)c1`?
TNAP inhibition: 10%; LYP inhibition: 5%; Spn MK inh: 2; HPDE-C7K KRASV12: 2%; HPDE-C7 cytotoxicity: 7%; DPM-DC inhibit: inactive; Bfl-1 inhibitors: -2%; Spn PMK inh: 6

How did CCOC(=O)c1nnn(-c2nonc2N)c1CN1CCCCCC1 do in these assays?
TNAP inhibition: 1%; HT1080 cytotoxicity: 3%; LYP inhibition: 14%; Spn MK inh: 15; HPDE-C7K KRASV12: 1%; HPDE-C7 cytotoxicity: 5%; DPM-DC inhibit: inactive; Bfl-1 inhibitors: 2%; Spn PMK inh: 9

How did Cc1sc(NC(=O)CSc2nnc(COc3ccc(Cl)cc3)n2C)c(C#N)c1C do in these assays?
TNAP inhibition: 3%; HT1080 cytotoxicity: 12%; LYP inhibition: 9%; Spn MK inh: 10; HPDE-C7K KRASV12: -20%; HPDE-C7 cytotoxicity: -20%; DPM-DC inhibit: inactive; Bfl-1 inhibitors: -4%; Spn PMK inh: 11

What do the screens show for `COC(=O)c1ccccc1NC(=O)Cn1c(=O)oc2ccc(Cl)cc21`?
TNAP inhibition: -1%; HT1080 cytotoxicity: 1%; Spn MK inh: 7; HPDE-C7K KRASV12: 11%; HPDE-C7 cytotoxicity: 5%; DPM-DC inhibit: inactive; Bfl-1 inhibitors: -5%; Spn PMK inh: 3

Results for Cc1ccc(-n2ncc3c(=O)n(CC#N)cnc32)cc1C ?
TNAP inhibition: 7%; HT1080 cytotoxicity: 12%; Spn MK inh: 6; HPDE-C7K KRASV12: -11%; HPDE-C7 cytotoxicity: -12%; DPM-DC inhibit: inactive; Bfl-1 inhibitors: -10%; Spn PMK inh: 15

How did CCc1c(C)nc2ncnn2c1NCCc1ccc(OC)c(OC)c1 do in these assays?
TNAP inhibition: 8%; HT1080 cytotoxicity: -2%; LYP inhibition: 6%; Spn MK inh: 0; HPDE-C7K KRASV12: -12%; HPDE-C7 cytotoxicity: 5%; DPM-DC inhibit: inactive; Bfl-1 inhibitors: 3%; Spn PMK inh: 13; Spn PMK inh pilot replicates: 2.0; Spn MK inh pilot replicates: 0.0; DPM-DC inhibit pilot screen %: 0.0

What do the screens show for `O=C(COC(=O)CCC1CCCC1)Nc1ccc(Cl)cn1`?
TNAP inhibition: 5%; HT1080 cytotoxicity: -4%; LYP inhibition: 11%; Spn MK inh: 1; HPDE-C7K KRASV12: -7%; HPDE-C7 cytotoxicity: -4%; DPM-DC inhibit: inactive; Bfl-1 inhibitors: -4%; Spn PMK inh: 8; Spn PMK inh pilot replicates: 0.0; Spn MK inh pilot replicates: 0.0; DPM-DC inhibit pilot screen %: 0.0

What do the screens show for `COc1cc(C2N(c3ccc(F)cc3)C(=O)C3CCCN32)cc(OC)c1OC` (stereo not given)?
TNAP inhibition: 3%; HT1080 cytotoxicity: 4%; LYP inhibition: 9%; Spn MK inh: 8; HPDE-C7K KRASV12: 0%; HPDE-C7 cytotoxicity: -15%; DPM-DC inhibit: inactive; Bfl-1 inhibitors: 2%; Spn PMK inh: 0

Results for C=CCn1sc(N)c(C(=O)OCC)c1=S ?
TNAP inhibition: 5%; HT1080 cytotoxicity: 2%; LYP inhibition: 2%; Spn MK inh: 9; HPDE-C7K KRASV12: 9%; HPDE-C7 cytotoxicity: -6%; DPM-DC inhibit: inactive; Bfl-1 inhibitors: 2%; Spn PMK inh: 16

Results for CCN(CC)c1ccc(C2CC(=O)Nc3cc(OC)c(OC)cc32)cc1 (stereo not given) ?
TNAP inhibition: 8%; LYP inhibition: 9%; Spn MK inh: 6; HPDE-C7K KRASV12: -4%; HPDE-C7 cytotoxicity: -3%; DPM-DC inhibit: inactive; Bfl-1 inhibitors: -7%; Spn PMK inh: 16

What do the screens show for `Cc1c(/C(O)=C2\C(=O)C(=O)N(CCCN(C)C)C2c2ccncc2)cnn1-c1ccccc1` (stereo not given)?
TNAP inhibition: 0%; HT1080 cytotoxicity: 4%; LYP inhibition: -4%; Spn MK inh: 13; HPDE-C7K KRASV12: -29%; HPDE-C7 cytotoxicity: -19%; DPM-DC inhibit: inactive; Bfl-1 inhibitors: -4%; Spn PMK inh: 12

Results for CCc1ccccc1NC(=O)c1cccs1 ?
TNAP inhibition: -4%; HT1080 cytotoxicity: 1%; LYP inhibition: 6%; Spn MK inh: 8; HPDE-C7K KRASV12: 0%; HPDE-C7 cytotoxicity: -4%; DPM-DC inhibit: inactive; Bfl-1 inhibitors: -6%; Spn PMK inh: 7

How did c1ccc(C2=Nn3c(nnc3-c3ccccn3)SC2)cc1 do in these assays?
TNAP inhibition: 15%; HT1080 cytotoxicity: 5%; LYP inhibition: -3%; Spn MK inh: 1; HPDE-C7K KRASV12: -16%; HPDE-C7 cytotoxicity: -3%; DPM-DC inhibit: inactive; Bfl-1 inhibitors: 2%; Spn PMK inh: 6

Results for CCOC(=O)CC(=O)CSc1nc2ccccc2c(=O)n1-c1ccc(C(=O)N2CCOCC2)cc1 ?
TNAP inhibition: 4%; HT1080 cytotoxicity: -3%; LYP inhibition: 8%; Spn MK inh: 3; HPDE-C7K KRASV12: 7%; HPDE-C7 cytotoxicity: 1%; DPM-DC inhibit: inactive; Bfl-1 inhibitors: -2%; Spn PMK inh: 18

What do the screens show for `COCCNC(=O)C(c1ccc(C)o1)N(C(=O)c1snc(C(N)=O)c1N)c1cc(C)cc(C)c1` (stereo not given)?
TNAP inhibition: -2%; HT1080 cytotoxicity: 1%; LYP inhibition: 10%; Spn MK inh: 10; HPDE-C7K KRASV12: -15%; HPDE-C7 cytotoxicity: -5%; DPM-DC inhibit: inactive; Bfl-1 inhibitors: -1%; Spn PMK inh: 14

Assay outcomes deposited in PubChem by several laboratories.
